Bioassay records deposited in PubChem by several laboratories.
T cell HTS: T cell immune modulators affecting CD8 T cell-vesicle binding; 2C CD8+ T cell-vesicle binding, flow cytometry; stronger effect = lower value; calls only at 7 µM; 330,000 compounds, 0.068% hits;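 active = response, share of CD8 T cells binding vesicles, and their 90th percentile fluorescence all below set limits, cut at about 80% in these data, passing the limit was not always enough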
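Test system: purified 2C TCR transgenic mouse naive CD8+ T cells. Probe or stimulus: QL9-peptide-loaded Drosophila micro-vesicles bearing Ld, ICAM-1 and B7-1. Incubation: binding step 1.5 h, 37 °C, antibody labelling 20 min, ice. Measured by: flow cytometry of vesicle-bound cells.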
PhoP inhibition: PhoP-dependent GFP reporter repression – Salmonella Typhimurium, primary screen (AID 1863). 300,000 compounds, 0.16% hits. S. Typhimurium PhoP-regulated promoter GFP reporter, 4 h; higher % means a stronger effect. inhibition, % at 50 µM, or IC50 in µM where a hit was titrated;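 active = inhibition over 29.93%, a cutoff 3 SD above the screen mean, later confirmed by dose response; inconclusive = inhibition over 29.93% but no dose response follow-up; inactive = inhibition at most 29.93% or unconfirmed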;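 note: 0% = low Mg2+ inducing control and 100% = high Mg2+ repressing control; strong numbers were not always called active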
Large T inhibition: TAg ATPase/helicase activity blockers – biochemical (AID 1903); 310,000 compounds, 0.39% hits; inhibition, % at 20 µM, or IC50 in µM where a hit was titrated; SV40 large T antigen ATPase/helicase inhibition assay; higher % means a stronger effect; in the data active = a potency from the dose series; inconclusive = inhibition mostly from about 32% at the one dose, without a potency; inactive = the rest, 99 in 100 with inhibition below about 32%; note: strong numbers were not always called active
NS5 inhibitors: flavivirus cap methylation enzyme inhibition – biochemical, confirmation dose response, primary screen (AID 588689). Dengue-2 NS5 methyltransferase capping enzyme assay, biochemical; higher % means a stronger effect. inhibition, % at 25 µM, or IC50 in µM where a hit was titrated. 340,000 compounds, 0.3% hits; in the data active = a potency from the dose series; inconclusive = inhibition above about 29% without an active follow-up result
West Nile antiviral: inhibition of WNV-induced cytopathic effect – cell-based, CPE readout (AID 1621); West Nile virus-infected cells, CPE inhibition; higher % means a stronger effect; CPE inhibition, % at 10 µM, or IC50 in µM where a hit was titrated; 290,000 compounds, 0.02% hits; in the data active = a potency from the dose series; inconclusive = CPE inhibition mostly from about 3.7% at the one dose, without a potency; inactive = the rest, 99 in 100 with CPE inhibition below about 2.2%; note: strong numbers were not always called active
K1F lysis inhibition: protection from phage-mediated lysis, alamar blue read-out – E. coli UTI89, K1F phage, bacterial capsule biogenesis inhibitors (AID 488966); E. coli UTI89 K1F phage lysis, alamar blue, 2 h; higher % means a stronger effect; inhibition, % at 100 µM; hits with a dose series show IC50 in µM; 340,000 compounds, 0.02% hits;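 active = phage lysis inhibition, versus mean bacterial control, above a set limit; inconclusive = no clear call, values can overlap the other calls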;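 note: capsule biogenesis inhibitors block K1F phage lysis so surviving cells raise fluorescence; higher fluorescence means more inhibition of phage lysis; actives were called in the ten point dose series up to 300 µM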
NTR1 ag: agonists of NTR1, primary screen, imaging, U2OS cells, beta-arrestin-GFP, high content (AID 493036). NTR1-U2OS beta-arrestin-GFP spot imaging, agonist mode. activation, % at 20 µM. 330,000 compounds, 0.17% hits;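 active = activation at or above 40% of the spot to cytoplasm intensity ratio, with at least 20 cells analyzed; inconclusive = wells under 20 cells, flagged as cytotoxic or low count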;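 note: 0% = DMSO without peptide and 100% = 100 nM NTR1 peptide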
Target sequence (P30989 whole entry, looked up): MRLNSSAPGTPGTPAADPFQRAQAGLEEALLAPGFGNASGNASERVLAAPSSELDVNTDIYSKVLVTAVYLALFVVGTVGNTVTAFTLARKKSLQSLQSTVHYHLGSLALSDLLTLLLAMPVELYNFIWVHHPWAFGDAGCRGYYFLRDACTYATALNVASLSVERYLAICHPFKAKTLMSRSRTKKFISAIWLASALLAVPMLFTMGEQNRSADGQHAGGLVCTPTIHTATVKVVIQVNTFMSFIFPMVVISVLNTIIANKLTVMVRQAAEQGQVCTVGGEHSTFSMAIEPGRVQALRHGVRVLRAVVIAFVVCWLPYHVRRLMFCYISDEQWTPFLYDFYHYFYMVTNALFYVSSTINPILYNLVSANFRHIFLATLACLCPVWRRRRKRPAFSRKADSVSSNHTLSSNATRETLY
MgcRacGAP inhibition: MgcRacGAP GTPase-activating activity inhibitors, confirmation, biochemical, ADP Hunter fluorescence; MgcRacGAP-stimulated Rac1 GTP hydrolysis, ADP Hunter fluorescence; higher % means a stronger effect; GST-tagged Rac1 F28L mutant substrate; AID 624330; 340,000 compounds, 0.6% hits; inhibition, % at 30 µM; hits with a dose series show IC50 in µM;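 active = first-screen hits whose inhibition reached a set limit at any dose in the follow-up dose series; inconclusive = inhibition above the set first-screen limit but never retested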;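 note: fluorescence reports GDP produced by GAP-driven GTP hydrolysis; strong numbers were not always called active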
RSV antiviral HEp-2: RSV antiviral activity via CPE protection, HEp-2 cells, primary 10 µM value included (AID 2391) | CPE inhibition, % at 10 µM; hits with a dose series show IC50 in µM | HEp-2 cells, RSV-induced CPE inhibition; higher % means a stronger effect | 310,000 compounds, 0.13% hits; in the data active = a potency from the dose series; inconclusive = CPE inhibition mostly from about 23% at the one dose, without a potency; inactive = the rest, 99 in 100 with CPE inhibition below about 21%; note: strong numbers were not always called active
T cell HTS vesicle-bound %: second read-out of T cell HTS, no call of its own (marks repeat the call); double positive events, %; measured here: CD8+ vesicle-bound cell fraction;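 binding gate set so that unloaded-vesicle control wells show 10% double positive cells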
NTR1 ag cell count 20 µM: further read-out of NTR1 ag, marked with its call; cell count; measured here: cell count, cytotoxicity flag
NS5 inhibitors pilot replicate: recorded beside NS5 inhibitors, whose call it bears; inhibition, %; measured here: pilot screen replicate inhibition
Starred values were filed as active, the others as inactive; i = inactive; ? = inconclusive; . = not tested or not shown; [ ] = dose if it differs, or a comment. Only part of the results is shown; the hit share may differ from the screen's.

SMILES	T cell HTS	T cell HTS vesicle-bound %	PhoP inhibition	Large T inhibition	NS5 inhibitors	West Nile antiviral	K1F lysis inhibition	NTR1 ag	NTR1 ag cell count 20 µM	MgcRacGAP inhibition	RSV antiviral HEp-2	others
CCCCn1c(O)c(/C=N/N2CCOCC2)c(=O)[nH]c1=S	i	26	-10%	20%	-6%	0.3%	0.1%	0.8	49	6%	.
N#Cc1c(Cl)nc(Cl)c2c1CCN(Cc1ccccc1)C2	i	48	-4%	24%	2%	-1.0%	2.5%	17	38	15%	2.2%
O=c1[nH]c(=S)n(Cc2ccc(F)cc2)c(O)c1C=NCCCn1ccnc1	i	34	-10%	7%	-12%	0.2%	0.1%	0.7	52	9%	.
O=C(Nc1ccc(Cl)cc1)OC1CN2CCC1CC2 (stereo unspecified)	i	22	-1%	3%	-2%	0.4%	-0.2%	-1.4	51	3%	-0.8%
Cc1cccc(NC2=NCCCS2)c1	i	28	-8%	7%	.	0.0%	.	1.2	49	.	-0.1%
CN1CC(C(=O)c2ccc(Cl)cc2)C(c2ccc(Cl)cc2Cl)C1 (stereo unspecified)	i	24	.	10%	-1%	-2.4%	0.1%	5.8	83	-1%	-1.1%
COc1cc2c(cc1OC)C1[C@H]3C(=CC[C@H]1OC2O)CCN3C (stereo partly specified)	i	15	.	.	6%	.	-1.4%	-1.6	56	2%	.
Cc1ccccc1NC(=O)Cc1nc(COC(=O)Cc2ccccc2)cs1	i	45	.	.	-3%	.	0.1%	0.6	53	-3%	1.7%
COc1ccccc1CCNC1CCCCCC1	i	57	-4%	5%	-2%	-1.3%	0.4%	1.0	38	9%	0.6%
CC(C)NC(C)Cc1ccc(I)cc1 (stereo unspecified)	i	22	-7%	26%	-6%	.	-0.8%	0.9	69	4%	-2.5%
O=P(O)(Oc1ccccc1)OC(c1ccccc1)C(F)(F)F (stereo unspecified)	i	20	-8%	15%	-6%	0.1%	-1.2%	-0.5	54	3%	0.5%
CCc1n[nH]c(CCN)n1	i	53	-12%	5%	5%	0.2%	-0.7%	0.9	43	2%	1.3%
CC(C)(C)C(O)C(Oc1ccc(Cl)cc1)n1cncn1 (stereo unspecified)	i	25	-2%	6%	-5%	-0.1%	4.9%	1.8	52	0%	-1.9%
CC(C#N)CCC#N (stereo unspecified)	i	35	.	.	-1%	.	2.4%	-1.0	45	3%	1.6%
CC1=C[C@@H]2c3cccc4[nH]cc(c34)C[C@H]2N(C)C1	i	52	-3%	6%	?	-0.4%	-0.1%	-0.9	98	-7%	2.1%
C[N+]1(CC2COC(c3ccco3)O2)CCCCC1 (stereo unspecified)	i	50	-1%	5%	2%	-0.3%	0.2%	-1.5	21	0%	1.4%
CC(=NCCCO)c1c(O)n(Cc2ccccc2)c(=O)[nH]c1=O	i	20	2%	23%	3%	0.8%	0.4%	-0.1	23	7%	0.2%
Oc1ccccc1C1NCc2ccccc2-n2cccc21 (stereo unspecified)	i	22	-4%	12%	-7%	-0.8%	0.2%	0.2	69	5%	-0.3%
S=P(Nn1cnnc1)(c1ccc(Br)cc1)c1ccc(Br)cc1	i	48	-2%	15%	.	-1.4%	0.5%	16	36	4%	0.7%
CCOP(=S)(OCC)Oc1cc(C)oc(=O)c1	i	47	-7%	12%	2%	0.9%	0.0%	0.0	57	9%	1.4%
C[C@]12CC[C@H]3[C@@H](CCC4=CC(=O)CC[C@@H]43)[C@@H]1CC[C@@H]2O	i	5	.	.	-2%	.	0.3%	-1.6	41	1%	.
CC1NCCC2(O)CCCCC12 (stereo unspecified)	i	26	-3%	3%	1%	0.3%	0.1%	-1.3	46	-1%	1.4%
CCCC(C)C(=O)NC1CCSC1=O (stereo unspecified)	i	33	3%	11%	1%	1.0%	0.1%	-0.7	78	3%	-0.9%	NS5 inhibitors pilot replicate=-4.0
COc1cccc(OC)c1C(=O)NC(=S)N1C[C@H]2C[C@H](C1)c1cccc(=O)n1C2	i	10	5%	19%	3%	-0.3%	0.3%	-1.5	98	7%	0.8%
Cc1c(C)c2cc(Cl)c(OCC(=O)N3C[C@H]4C[C@@H](C3)c3cccc(=O)n3C4)cc2oc1=O	i	7	.	.	-3%	-0.6%	-0.2%	-2.2	90	-2%	1.0%
C=CCn1c(O)c(/C=N/NC(=O)c2ccncc2)c(=O)[nH]c1=O	i	26	1%	-2%	2%	0.0%	-0.3%	0.7	55	16%	1.7%
CCN(CC)C(=O)c1ccc2c(c1)C1C(Cl)C(Sc3ccccc3[N+](=O)[O-])CC1C(C(=O)O)N2 (stereo unspecified)	i	51	-6%	35µM*	59µM*	-0.3%	3.6%[50 µM]	0.3	60	?	-0.4%
COc1ccc(-c2nc(CS(=O)CC(=O)N3CCC4(CC3)OCCO4)c(C)o2)cc1 (stereo unspecified)	i	22	0%	-1%	-5%	-0.3%	0.5%	1.1	72	11%	-0.3%	NS5 inhibitors pilot replicate=-8.8
COC(=O)C1=C(c2ccc(OC)c(OC)c2)C[C@@H]2CC[C@H]1N2C(=O)NCc1ccco1	i	30	.	.	-2%	.	0.7%	-0.3	57	8%	-0.4%
CN1c2ccc([N+](=O)[O-])cc2CC2(C(=O)NC(=O)NC2=O)C1c1ccccc1 (stereo unspecified)	i	56	1%	25%	0%	-0.4%	1.4%	2.6	44	10%	0.8%
Cc1nn(Cc2ccccc2)c(C)c1C(=O)OCC(=O)Nc1cc(S(C)(=O)=O)ccc1Cl	i	14	-5%	-4%	-9%	-0.4%	0.1%	0.8	43	-5%	1.3%
CN(C)P(=S)(Nc1ccccc1)C(Cl)(Cl)Cl (stereo unspecified)	i	50	-1%	6%	-1%	-0.6%	-0.4%	0.5	56	-3%	-0.5%
O=C1NC(=S)N(c2ccc(Br)cc2)C(=O)/C1=C/N1CCN(C(=O)c2ccco2)CC1	i	31	-16%	13%	-59%	-0.1%	3.2%	-0.2	47	7%	-1.0%
O=C(c1ccccc1)c1ccccc1N=Cc1c(O)[nH]c(=O)[nH]c1=O	i	37	6%	8%	-5%	-0.3%	0.4%	-0.7	60	-2%	2.0%
CN(C)C(Cc1ccccc1)C(=O)c1c[nH]c2ccccc12 (stereo unspecified)	i	36	-10%	4%	13%	-0.5%	0.1%	0.6	90	-2%	0.7%
CC(N)C(=O)c1ccco1 (stereo unspecified)	i	34	-13%	6%	1%	0.0%	0.4%	-1.5	44	6%	0.9%
C[N+]12CCC(CC1)C(C#N)(N1CCOCC1)C2 (stereo unspecified)	i	30	5%	14%	-7%	-0.6%	0.1%	2.7	77	3%	2.2%
CCCCCCC(C)(C)c1ccc([C@@H]2C[C@H](O)CC[C@H]2CCCO)c(O)c1	i	15	1%	4%	-1%	.	-2.1%	7.6	44	6%	-3.8%
Cc1ccc2c(c1)=C/C(=C\c1c(O)[nH]c(=O)[nH]c1=O)C(=O)N=2	i	5	6%	47%	-1%	0.6%	-0.3%	0.9	40	30%	?
O=[N+]([O-])c1ccc(Sc2nc3ccccc3o2)c([N+](=O)[O-])c1	i	7	117µM*	85µM*	15%	-1.4%	0.5%	13	68	7%	-2.9%
COc1ccc(C(=O)N2C[C@H]3C[C@@H](C2)c2cccc(=O)n2C3)cc1OC	i	4	.	.	1%	0.0%	4.3%	-3.3	82	-2%	-0.4%
Nc1c(C(=O)NCCc2ccccc2)c2nc3ccccc3nc2n1CCN1CCOCC1	i	14	15%	5%	1%	-0.8%	-1.4%	19	47	0%	-3.7%
COc1ccc(N2C(=O)NC(=O)/C(=C/c3ccc4c(c3)Cc3ccccc3-4)C2=O)cc1	i	49	-6%	6%	.	-0.4%	.	0.2	71	.	2.9%
COc1ccc(CN2C(=O)NC(=O)/C(=C\c3ccco3)C2=O)cc1	i	29	2%	?	0%	0.1%	-1.6%	6.4	49	16%	-1.8%
COC(=O)c1ccccc1NC(=O)N1C[C@@H]2C[C@@H](C1)c1cccc(=O)n1C2	i	31	-1%	7%	-1%	0.8%	1.5%	-1.0	80	5%	1.3%
Cc1ccc(-n2c(O)c(C=Nc3ccc(Br)cn3)c(=O)[nH]c2=O)cc1	i	60	2%	8%	-17%	0.5%	0.2%	-0.2	94	10%	1.6%

Molecules above that have an aryl methoxy group:
SMILES	T cell HTS	T cell HTS vesicle-bound %	PhoP inhibition	Large T inhibition	NS5 inhibitors	West Nile antiviral	K1F lysis inhibition	NTR1 ag	NTR1 ag cell count 20 µM	MgcRacGAP inhibition	RSV antiviral HEp-2	others
COc1cc2c(cc1OC)C1[C@H]3C(=CC[C@H]1OC2O)CCN3C (stereo partly specified)	i	15	.	.	6%	.	-1.4%	-1.6	56	2%	.
COc1ccccc1CCNC1CCCCCC1	i	57	-4%	5%	-2%	-1.3%	0.4%	1.0	38	9%	0.6%
COc1cccc(OC)c1C(=O)NC(=S)N1C[C@H]2C[C@H](C1)c1cccc(=O)n1C2	i	10	5%	19%	3%	-0.3%	0.3%	-1.5	98	7%	0.8%
COc1ccc(-c2nc(CS(=O)CC(=O)N3CCC4(CC3)OCCO4)c(C)o2)cc1 (stereo unspecified)	i	22	0%	-1%	-5%	-0.3%	0.5%	1.1	72	11%	-0.3%	NS5 inhibitors pilot replicate=-8.8
COC(=O)C1=C(c2ccc(OC)c(OC)c2)C[C@@H]2CC[C@H]1N2C(=O)NCc1ccco1	i	30	.	.	-2%	.	0.7%	-0.3	57	8%	-0.4%
COc1ccc(C(=O)N2C[C@H]3C[C@@H](C2)c2cccc(=O)n2C3)cc1OC	i	4	.	.	1%	0.0%	4.3%	-3.3	82	-2%	-0.4%
COc1ccc(N2C(=O)NC(=O)/C(=C/c3ccc4c(c3)Cc3ccccc3-4)C2=O)cc1	i	49	-6%	6%	.	-0.4%	.	0.2	71	.	2.9%
COc1ccc(CN2C(=O)NC(=O)/C(=C\c3ccco3)C2=O)cc1	i	29	2%	?	0%	0.1%	-1.6%	6.4	49	16%	-1.8%
